# High-throughput results deposited in PubChem by Broad Institute.
# SUMO Mot1 rescue = blocks SUMOylation pathway, rescuing yeast Mot1-301 growth | S. cerevisiae Mot1-301 growth rescue, ATP luminescence, 38.5C; percent above DMSO median, 100 means doubled | growth rescue, % at 18.8 µM | 320,000 tested, 1% active | AID 2716;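 active means every valid replicate shows activation above 250% relative to neutral control wells; inactive means the rest, any valid replicate at or below 250%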;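 further: OY570 slx delta 5 strain wells were the positive control but not used for scaling; some compounds called inactive have numbers as strong as hits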
# NSD2 inh = blocks human histone methyltransferase NSD2. inhibition, % at 12.5 µM. 310,000 tested, 0.54% active. NSD2 peptide methylation, AlphaScreen, 120 min; in the data active means inhibition above about 50%
# Target sequence (O96028 whole entry, looked up): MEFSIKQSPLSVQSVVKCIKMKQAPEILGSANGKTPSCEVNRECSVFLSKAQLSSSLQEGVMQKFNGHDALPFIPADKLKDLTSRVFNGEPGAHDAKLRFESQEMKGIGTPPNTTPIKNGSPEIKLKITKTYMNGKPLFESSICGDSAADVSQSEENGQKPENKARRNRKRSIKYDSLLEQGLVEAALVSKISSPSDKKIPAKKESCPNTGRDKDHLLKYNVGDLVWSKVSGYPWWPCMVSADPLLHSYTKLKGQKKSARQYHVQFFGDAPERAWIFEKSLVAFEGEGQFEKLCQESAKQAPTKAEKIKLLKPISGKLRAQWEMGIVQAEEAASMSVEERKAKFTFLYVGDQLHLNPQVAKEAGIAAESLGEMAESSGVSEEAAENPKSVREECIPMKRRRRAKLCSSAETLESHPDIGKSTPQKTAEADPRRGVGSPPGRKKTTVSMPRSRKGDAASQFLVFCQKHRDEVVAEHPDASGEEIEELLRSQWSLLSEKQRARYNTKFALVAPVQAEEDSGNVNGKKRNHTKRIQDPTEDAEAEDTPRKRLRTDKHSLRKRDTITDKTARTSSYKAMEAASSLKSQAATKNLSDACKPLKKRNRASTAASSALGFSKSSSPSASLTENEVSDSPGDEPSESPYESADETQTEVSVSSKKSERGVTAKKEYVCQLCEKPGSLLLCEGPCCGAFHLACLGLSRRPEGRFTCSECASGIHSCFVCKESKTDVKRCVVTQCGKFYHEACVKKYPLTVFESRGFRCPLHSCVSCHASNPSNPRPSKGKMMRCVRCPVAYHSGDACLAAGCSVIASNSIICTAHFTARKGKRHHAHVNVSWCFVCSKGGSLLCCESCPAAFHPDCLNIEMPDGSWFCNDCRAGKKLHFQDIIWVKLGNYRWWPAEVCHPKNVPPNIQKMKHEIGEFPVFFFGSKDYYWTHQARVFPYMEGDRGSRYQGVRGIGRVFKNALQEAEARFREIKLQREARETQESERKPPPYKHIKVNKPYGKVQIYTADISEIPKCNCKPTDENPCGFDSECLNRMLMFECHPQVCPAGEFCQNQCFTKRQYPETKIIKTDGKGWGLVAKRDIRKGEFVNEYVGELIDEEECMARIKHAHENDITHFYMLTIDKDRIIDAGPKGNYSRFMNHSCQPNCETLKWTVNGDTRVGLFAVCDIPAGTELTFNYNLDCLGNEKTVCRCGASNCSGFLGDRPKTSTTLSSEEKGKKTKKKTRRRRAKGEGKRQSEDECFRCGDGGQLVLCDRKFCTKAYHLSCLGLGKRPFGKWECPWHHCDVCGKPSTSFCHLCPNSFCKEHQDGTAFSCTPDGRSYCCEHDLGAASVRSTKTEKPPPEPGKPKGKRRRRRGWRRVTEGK
# * = called active by the depositor; . = no result given. A portion of the library (hit frequency here may not be typical).
SMILES,SUMO Mot1 rescue,NSD2 inh
Cc1ccccc1C1C2=C(Nc3[nH]n(-c4ccccc4)c(=O)c31)c1ccccc1C2=O (centres undefined),12,.
N=C1C(c2nc3ccccc3s2)=C(O)CN1C1CCC(O)CC1 (centres undefined),0,.
Cc1ccc(CNC(=O)/C(C#N)=C\c2ccc(N(C)C)cc2)cc1,10,.
CC1(C)CC[C@@]2(C(=O)O)C(C1)C1=CCC3[C@@]4(C)CC[C@H](O)C(C)(C)C4CC[C@@]3(C)[C@]1(C)C[C@H]2O (some centres undefined),64,.
CC1(C)C(=O)CC[C@@]2(C)[C@H]1CC[C@@]1(C)CC3=C(CC[C@@H]12)[C@@]1(C)CCC(=O)C(C)(C)[C@@H]1CC3,-5,.
Cc1ccc2oc(=O)c3cc(C(=O)N4CCN(C(=O)c5ccco5)CC4)sc3c2c1,22,.
CNCCCCOc1ccccc1Cc1ccccc1,12,.
COC(=O)[C@@H]1CC[C@H](C)[C@@H](c2ccc(C)cc2)N1C(=O)c1ccc(/C=N/OCC[C@@H]2C=C[C@H](OC(C)=O)[C@@H](COC(C)=O)O2)cc1,-17,.
COc1ccccc1/C=N/NC(=O)C1=NNC(c2ccccc2)(c2ccccc2)C1,6,.
Cc1cccc(NC(=O)C2CC(=O)NC(Nc3nc4ccccc4s3)=N2)c1 (centres undefined),-8,.
COc1cc2nc(N(C)CCCNC(=O)C3CCCO3)nc(N)c2cc1OC (centres undefined),-11,.
CC(C)(C)c1ccc(/C=N/NC(=S)Nc2cccnc2)cc1,117,.
COC(=O)C[C@](O)(CCCC(C)(C)O)C(=O)O[C@@H]1C(OC)=C[C@]23CCCN2CCc2cc4c(cc2[C@H]13)OCO4,79,.
Cc1ccc(-c2nc3c(c(=O)[nH]c(=O)n3Cc3ccccc3)n2C)s1,327,.
COCCN1C=C(C(=O)OC)C(c2cc3c(cc2Br)OCO3)C(C(=O)OC)=C1,557*,.
C=C(C)C(=O)Nc1cccc(C2=NOC3(C2)C[C@H](C(N)=O)N(C(=O)CC#N)C3)c1 (some centres undefined),0,.
COc1ccc(-n2nnc3c(SCC(=O)Nc4ccc5c(c4)OCCO5)ncnc32)cc1,-2,.
COc1ccc2c(c1)C=Cc1ccccc1O2,21,.
Cc1ccc2c(c1)C1CCCC3C1N2CC(=O)N3Cc1ccccc1 (centres undefined),15,.
O=C(Nc1cccnc1Oc1ncnc2cc(Cl)ccc12)c1ccc(F)cc1,-1,.
COc1c(CC=C(C)C)c(O)cc2oc(=O)c3c4ccc(O)cc4oc3c12,25,.
CN1CCN(CC(O)c2ccccc2)CC1 (centres undefined),-10,.
CCCC[C@@H]1C[C@H]1[C@@H](NC(=O)c1cccs1)c1ccc(Cl)cc1,-18,.
CNC(=O)[C@@H]1C[C@H]1[C@@H](NC(=O)CNC(=O)OCc1ccccc1)c1ccccc1,-7,.
COc1ccc(CCNC(=O)C(NS(=O)(=O)c2ccc3c(c2)CCN3C(C)=O)C(C)C)cc1OC (centres undefined),49,.
CCOc1ccc(NC(C)C(=O)N/N=C/c2ccc([N+](=O)[O-])cc2)cc1 (centres undefined),4,.
O=C(Nc1nc(-c2ccccn2)cs1)c1ccc(S(=O)(=O)N2CCCCC2)cc1,-20,.
CCO[C@H]1OC(C(=O)O)=C[C@@H](C2CC2)[C@@H]1CCCO,0,.
COc1cccc(OCCOCCNCCO)c1,-18,.
O=C(NC(=S)Nc1cc(S(=O)(=O)N2CCOCC2)ccc1N1CCOCC1)C1CCCC1,-2,.
Nc1c(S(=O)(=O)c2cccc(Cl)c2)c2nc3ccccc3nc2n1/N=C/c1ccc(O)c(O)c1,3,.
O=C(O)c1cc(-c2cc(C(=O)O)c3ccccc3n2)nc2ccccc12,-1,.
c1ccc(CCCOCCC2CO2)cc1 (centres undefined),-13,.
Cc1ccc(S(=O)(=O)N2CCSC2=Nc2ccccc2)cc1,-9,.
COc1cc(/C=N\Nc2ccc([N+](=O)[O-])cn2)ccc1OCC(=O)O,15,.
COc1ccc(C2=CC3=C(Br)C(=O)C(C)(OC(=O)c4ccc(Cl)nc4)C(=O)C3=CO2)cc1 (centres undefined),55,.

# 5 entries from above, bar-delimited:
Structure | SUMO Mot1 rescue | NSD2 inh
O=C(O)c1cc(-c2cc(C(=O)O)c3ccccc3n2)nc2ccccc12 | -1 | .
c1ccc(CCCOCCC2CO2)cc1 (centres undefined) | -13 | .
Cc1ccc(S(=O)(=O)N2CCSC2=Nc2ccccc2)cc1 | -9 | .
COc1cc(/C=N\Nc2ccc([N+](=O)[O-])cn2)ccc1OCC(=O)O | 15 | .
COc1ccc(C2=CC3=C(Br)C(=O)C(C)(OC(=O)c4ccc(Cl)nc4)C(=O)C3=CO2)cc1 (centres undefined) | 55 | .

# Returning to the listing, starting 5 compounds before the break.
SMILES,SUMO Mot1 rescue,NSD2 inh
O=C(O)c1cc(-c2cc(C(=O)O)c3ccccc3n2)nc2ccccc12,-1,.
c1ccc(CCCOCCC2CO2)cc1 (centres undefined),-13,.
Cc1ccc(S(=O)(=O)N2CCSC2=Nc2ccccc2)cc1,-9,.
COc1cc(/C=N\Nc2ccc([N+](=O)[O-])cn2)ccc1OCC(=O)O,15,.
COc1ccc(C2=CC3=C(Br)C(=O)C(C)(OC(=O)c4ccc(Cl)nc4)C(=O)C3=CO2)cc1 (centres undefined),55,.
COC(=O)[C@@]1(Cc2ccc(OC)cc2)[C@H]2c3cc(C(=O)N(C)C)n(CCc4ccc(OC)c(Br)c4)c3C[C@H]2CN1C(=O)c1ccccc1,-17,.
O=C1CCN(N=Nc2cccc(Cl)c2)N1,108,.
C=C1CCN(c2ccc(C(=O)O)cc2[N+](=O)[O-])CC1,6,.
Cc1ccc2c(c1)-n1c(nc3cc(Cl)ccc3c1=O)C(CC(C)C)NC2=O (centres undefined),35,.
CCOC(=O)Cn1c(=O)c2c(nc(Br)n2Cc2ccc(Cl)cc2)n(C)c1=O,61,.
CC1(C)C=Cc2c(ccc(-c3coc4cc(O)ccc4c3=O)c2O)O1,4,.
Cc1n[nH]c(C)c1Sc1ccccc1N=Cc1cc([N+](=O)[O-])ccc1O,-8,.
CN(C)c1ccc(CNc2nc3ccccc3s2)cc1,-17,.
CC1(O)C(=O)C=C2C=C(c3ccsc3)OC=C2C1=O (centres undefined),-12,.
COc1cc2c(cc1OC)CN(C(=O)CSc1nc3[nH]ncc3c(=O)n1-c1ccccc1)CC2,-23,.
O=C(O)c1ccn[nH]1,-4,.
O=[N+]([O-])c1cccc(-c2n[nH]c(=S)n2-c2ccccc2)c1,-19,.
O=C(O)CCC1c2cc3c4cc2OC2Oc5cc6c(cc51)C(CCC(=O)O)c1cc5c7cc1OC(O6)c1cc6cc(c1)Oc1cc(cc(C(=O)O)c1)Oc1cc8cc(c1)C(Oc1cc(c(cc1C5CCC(=O)O)C3CCC(=O)O)OC(O4)c1cc(cc(c1)Oc1cc(cc(C(=O)O)c1)O8)Oc1cc(cc(C(=O)O)c1)Oc1cc(cc2c1)Oc1cc(cc(C(=O)O)c1)O6)O7 (centres undefined),108,.
COc1ccc(N(CC(=O)NCCC2=CCCCC2)S(=O)(=O)c2ccc(C)cc2)cc1,-16,.
Cn1c(=O)c2c3c(sc2n2c(SCc4ccccc4)nnc12)CCCC3,-7,.
COCCNc1nc(-c2cc(C(=O)Nc3ccccc3)on2)cc(C(C)C)n1,1,.
COCCN1CCN(C(=O)c2ccc3c(c2)S(=O)(=O)c2ccccc2C3=O)CC1,-10,.
Cc1ccc2cc(/C=C3\N=C(c4ccccc4)OC3=O)c(N3CCOCC3)nc2c1,330,.
Cc1ccc(S(=O)(=O)N(C)S(=O)(=O)c2ccc(C#N)cc2)cc1,9,.
CC(NC(=O)C1CCC(CNS(=O)(=O)c2ccccc2)CC1)c1ccc2c(c1)OCCO2 (centres undefined),6,.
CC1(OC(=O)c2cnc3ccccc3n2)C(=O)C=C2C=C(C3CC3)OC=C2C1=O (centres undefined),3,.
O=C(Nc1ccc(S(=O)(=O)N2CCOCC2)cc1)c1ccc(CN2CCc3ccccc3C2)cc1,5,.
CC(C)Sc1nnc2n(CCc3ccccc3)c(=O)c3c4c(sc3n12)COC(C)(C)C4,916,.
O=C1COc2ccc(N3C(=O)C=CC3=O)cc2N1,-12,.
CN(C)C(=O)NC(O)C(Cl)Cl (centres undefined),6,.
C#CCOCCOCCOCCNc1nc(N2CCN(C(=O)[C@H](Cc3ccc(O)cc3)n3cc([C@@H](N)CC(C)C)nn3)CC2)nc(N2CCN(C(=O)[C@H](Cc3cc4ccccc4[nH]3)n3cc([C@@H](N)CC(C)C)nn3)CC2)n1,-9,.
COc1cc2sc3ccc(-c4ccc(N(C)C)nc4)cc3c(=O)c2cc1OC,-3,.
COC(=O)CCS(=O)(=O)c1ccc(Cl)c(Cl)c1,3,.
CC1CCc2sc(C(=O)N=Nc3c(O)[nH]c4ccccc34)cc2C1 (centres undefined),-5,.
C=CCn1c(SCc2cc(=O)n3ccsc3n2)nc2sc(C)c(C)c2c1=O,8,.
CCOC(=O)N1CCC(N2Cc3cccc(C(=O)NCc4ccc(OC)cc4)c3C2=O)CC1,-13,.
COc1ccc(OC)c(Nc2nc(N)nc(CSc3nnc(-c4ccncc4)o3)n2)c1,162,.
ClCc1csc(N/N=C/c2cccs2)n1,-14,.
C#CCOCCOCCOCCNc1nc(N2CCN(C(=O)[C@H](Cc3ccc(O)cc3)n3cc([C@@H](N)C(C)CC)nn3)CC2)nc(N2CCN(C(=O)[C@H](CCCCN)n3cc([C@@H](N)CC(C)C)nn3)CC2)n1 (some centres undefined),-6,.
O=c1ccc2ccc(Oc3ccc([N+](=O)[O-])cc3[N+](=O)[O-])cc2o1,8,.
Cn1ccnc1SCC(=O)Nc1ccc2nc(SCC(=O)NC3CC3)sc2c1,3,.
OC1(Cc2ccn[nH]2)CCCCC1,-4,.
CCN(CC)CCOC(=O)c1ccc(NC(=S)NC(=O)/C=C/c2ccco2)cc1,-22,.
CC(C)n1c(SCC(=O)c2ccc3c(c2)OCCO3)nc2c1c(=O)n(C)c(=O)n2C,17,.
Cc1c(N=C2NC(=O)/C(=C/c3cccc([N+](=O)[O-])c3)S2)c(=O)n(-c2ccccc2)n1C,12,.
COc1ccc(C2=NN(C(=O)c3ccco3)C(c3cc4ccccc4nc3Cl)C2)cc1 (centres undefined),-8,.
O=C1c2oc3ccc(Cl)cc3c(=O)c2C(c2ccccn2)N1CCCN1CCOCC1 (centres undefined),-7,.
COc1ccc(-c2[nH]n(-c3ccc([N+](=O)[O-])cc3)c(=O)c2C=NCCN2CCNCC2)cc1,75,.
[O-][n+]1onc2c1CCC(=N/O)/C2=N\Nc1ccccc1,-6,.
Cc1ccc(CN2C(=O)N/C(=C/c3ccc4c(c3)n(C)c(=O)n4C)C2=O)cc1,10,.
O=S1(=O)CCOCCN1Cc1ccc(Cl)cc1Cl,262,.
COc1ccc(C2C3=C(Nc4ncnn42)c2ccccc2CC3)cc1OC (centres undefined),-5,.
N#Cc1cc2c(nc1SCc1nc3ccccc3[nH]1)CCC2,-23,.
COCCNC(=O)/C(C#N)=c1\s/c(=C\c2ccccc2OC(F)F)c(=O)n1Cc1ccccc1,4,.
COc1ccc(C2=NOC(C)(c3sc(-c4ccc(Cl)cc4)nc3C)C2)cc1 (centres undefined),-23,.
O=C1NC(Cc2ccccc2)c2nc3ccccc3c(=O)n2-c2cc(Cl)ccc21 (centres undefined),13,.
CN(C)c1ccc(/C=C(\C#N)C(=O)NCc2ccco2)cc1,211,.
COc1cc(/C=C(\C#N)c2nc3c(s2)CCCC3)ccc1O,-38,.
CCCCC1=CC2=CC(=O)C(C)(OC(=O)CC)C(=O)C2=CN1CCN1CCOCC1 (centres undefined),89,.
COc1ccc(CNC(=O)C/C(C)=N/NC(=O)c2cc(OC)cc(OC)c2)cc1,-36,.
CCOC(=O)c1ccc2nc(C)cc(Nc3cccc(C(=O)O)c3)c2c1,-1,.
COC(=O)[C@@]1(Cc2ccc(F)cc2)[C@H]2c3cc(C(=O)N(C)C)n(CCc4ccccn4)c3C[C@H]2CN1C(=O)c1ccccc1,-23,.
COc1cccc(C(=O)CC(=O)C(=O)Nc2cc(OC)c(OC)c(OC)c2)c1,182,.
COc1ccc(Nc2nc(-c3sc(NC(C)=O)nc3C)cs2)cc1,4,.
COc1ccc(C(=O)/C(=C\c2sccc2C)c2nc3ccccc3o2)cc1,214,.
# Next records follow.
SMILES,SUMO Mot1 rescue,NSD2 inh
O=c1c2cc(N3CCOCC3)ccc2[nH]c(=S)n1CCCN1CCN(c2ccccc2F)CC1,6,.
Cc1ccc2sc(NNC(=O)c3cc(-c4cccs4)nc4ccccc34)nc2c1C,0,.
CCOC(=O)c1cc(OC(=O)c2cccnc2)n(-c2ccccc2)n1,-7,.
COc1ccccc1N1C(=O)C2ON(c3ccccc3)C(c3ccc(N(C)C)cc3)C2C1=O (centres undefined),1,.
Cc1nc2c(OCc3ccc(Cl)cc3Cl)cccn2c1N(C)CC1CC1,.,3
CC(O)(c1ccc(F)c(F)c1)c1nc(-c2ccncc2)cs1 (centres undefined),.,-3
C=CCNC(=O)C1CCN(c2cncnc2)CC1,.,0
O=C(NCc1cccc(C(F)(F)F)c1)c1ccc2nc([C@H]3C[C@H](O)[C@@H](CO)O3)[nH]c2c1,.,-5
OCCNc1ncnc2c1ncn2[C@H]1CN(C2CCCC2)C[C@@H](CO)O1,.,0
CC(=O)Nc1cc(-c2ccc(C(=O)N3CCOCC3)cc2)cn2c(-c3ccc(S(C)(=O)=O)cc3)cnc12,.,4
O=C(Nc1nnc([C@@H]2C[C@H](O)[C@@H](CO)O2)s1)c1cccc(Cl)c1,.,-4
CC1(C(=O)NCc2ccccc2)Cc2c(-c3ccccc3)ccnc2O1 (centres undefined),.,-1
CCC(C)N(C(=O)Cn1nc(Cc2ccncc2)c2ccccc2c1=O)C(C)CC (centres undefined),.,7
